Screening results: PubChem, National Center for Advancing Translational Sciences (NCATS)
Nrf2 ARE act = Nrf2 pathway activation; AREc32 ARE-luciferase reporter (MCF7-derived line), luminescence, 24 h; Potency, µM (doses to about 46.1 µM), without a hit: top-dose activation, most hits filed as activators; 410,000 compounds, 0.31% hits; further: potency means the concentration at half of the fitted maximal effect; % of control where 0% means no effect; nearly all actives have a fitted effect of over 65% in size
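AREc32_Fluc, 1000 cells/well, OPTI-MEM + 5% FBS, o/n 37 deg C 5% CO2; 23 nL cpd by pin tool, 24 hr; Steady-Glo 30 min RT, luminescence.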
Mm-Cpn inhibitor = inhibitors of Methanococcus maripaludis chaperonin (MmCpn) | purified Mm-Cpn ATPase, ADP Transcreener TR-FRET | Potency, µM (highest dose often 76.9 µM), inactives show top-dose activity, negative = inhibition, usual class: inhibitors | 330,000 compounds, 0.031% hits; further: potency means the concentration at half of the fitted maximal effect; on the % scale 0 is the no-effect control and ±100 the full control effect; nearly all actives have a fitted effect of over 80% in size
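Purified archaeal chaperonin (25 nM final) was preincubated with compound for 10 min at 37°C, then ATP (10 uM final) was added for 30 min at 37°C in Tris pH 7.4/KCl/MgCl2/DTT buffer. ADP was quantified by HTRF Transcreener TR-FRET.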
EPAC2 antagonist = antagonists of human EPAC2. AID 720708. EPAC2 GEF exchange of Rap1B-BODIPY-GDP, fluorescence. Potency, µM (series often up to 114 µM), without a hit: at the top dose activity, negative = inhibition, usual class: inhibitors. 360,000 compounds, 0.18% hits; further: potency means the concentration at half of the fitted maximal effect; on the % scale 0 is the no-effect control and ±100 the full control effect; nearly all actives have a fitted effect of over 45% in size; many of its hits are not listed in these tables
Target sequence (Q8WZA2 whole entry, looked up): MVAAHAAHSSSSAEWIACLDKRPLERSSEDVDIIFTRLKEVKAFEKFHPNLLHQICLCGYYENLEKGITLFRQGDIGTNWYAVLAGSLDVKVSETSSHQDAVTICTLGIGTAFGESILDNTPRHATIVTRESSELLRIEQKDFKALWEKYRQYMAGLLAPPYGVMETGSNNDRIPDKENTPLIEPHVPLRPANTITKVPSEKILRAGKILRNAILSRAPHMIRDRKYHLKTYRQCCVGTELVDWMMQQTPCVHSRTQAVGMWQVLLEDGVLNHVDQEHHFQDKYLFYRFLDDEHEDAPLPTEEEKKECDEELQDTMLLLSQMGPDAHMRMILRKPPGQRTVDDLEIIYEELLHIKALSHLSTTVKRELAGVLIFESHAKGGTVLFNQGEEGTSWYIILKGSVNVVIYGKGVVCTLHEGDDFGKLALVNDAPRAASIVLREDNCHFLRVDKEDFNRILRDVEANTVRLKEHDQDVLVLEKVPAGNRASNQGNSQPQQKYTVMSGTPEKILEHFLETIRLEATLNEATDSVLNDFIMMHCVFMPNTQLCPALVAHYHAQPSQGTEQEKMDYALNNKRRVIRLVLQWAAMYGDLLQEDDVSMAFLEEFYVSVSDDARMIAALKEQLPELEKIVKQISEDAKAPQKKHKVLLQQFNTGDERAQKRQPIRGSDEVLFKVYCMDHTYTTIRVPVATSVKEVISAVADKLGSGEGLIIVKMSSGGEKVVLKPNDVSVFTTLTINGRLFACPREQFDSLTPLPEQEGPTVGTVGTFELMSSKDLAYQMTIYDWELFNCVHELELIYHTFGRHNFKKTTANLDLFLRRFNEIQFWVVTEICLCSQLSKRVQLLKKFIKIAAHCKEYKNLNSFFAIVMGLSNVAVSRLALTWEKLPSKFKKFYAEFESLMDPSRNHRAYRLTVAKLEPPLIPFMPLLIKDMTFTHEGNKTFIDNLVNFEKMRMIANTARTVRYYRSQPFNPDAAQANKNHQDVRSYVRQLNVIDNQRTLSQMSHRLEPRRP
TGFb SMAD3 inh = inhibitors of TGF-b signaling; HepG2 CAGA-GFP TGF-b/SMAD3 reporter, GFP fluorescence, 18 h; TGF-beta stimulated, 500 pg/mL final; Potency, µM (doses to about 46.1 µM), for inactives: at the top dose activity, negative = inhibition, hits mostly inhibitors; 410,000 compounds, 1.2% hits; further: potency means the concentration at half of the fitted maximal effect; on the % scale 0 is the no-effect control and ±100 the full control effect; nearly all actives have a fitted effect of over 65% in size
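Read-out: total well GFP (ex488/em500-530) summed from mean per-cell fluorescence. Cells: HEPG2 CAGA-GFP, 1% FBS DMEM, 18 h at 37 degrees C with 500 pg/mL final TGF-beta. Unstimulated wells served as the full-inhibition control; stimulated DMSO wells = 0%.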
pAkt inh = blocks phosphorylation of Akt; Neuro2A IGF-stimulated pAkt S473 HTRF, 20 min; stronger effect = lower value; activity change, % for hits at 50 µM; 360,000 compounds, 0.32% hits; in the data active means activity change below about -80%; inconclusive means mostly about -51% to -80%; further: on the % scale 0 is the no-effect control and ±100 the full control effect
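Single-point screen (50 µM final compound) in Neuro2A cells stimulated 20 min with 6 nM IGF at 37 deg C. After lysis, Ser473-phosphorylated Akt read by HTRF (ex 330 nm, em 615/665 nm) as the 665/615 ratio.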
CCT modulator = cytosolic chaperonin activity modulation. purified chaperonin ATPase assay, HTRF ADP detection, 30 min. activity change, % (test concentration not listed), hits read low. 360,000 compounds, 0.3% hits. AID 651819; in the data active means activity change below about -30%; further: on the % scale 0 is the no-effect control and ±100 the full control effect
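First, chaperonin was dispensed at 40 nM or 20 nM final depending on batch activity. Next, compounds were pinned at 76 uM and ATP added at 10 uM. After 30 min at 37 °C, ADP detection reagents ran 30 min at ambient temperature.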
Nrf2 inh = Nrf2 pathway inhibition | A549 ARE-Fluc reporter, luciferase luminescence, 18-24 h | Potency, µM (series often up to 46 µM), without a hit: at the highest dose activity change, negative = inhibition, actives largely listed as inhibitors | 360,000 compounds, 2.1% hits; further: potency means the concentration at half of the fitted maximal effect; on the % scale 0 is the no-effect control and ±100 the full control effect; nearly all actives have a fitted effect of over 60% in size
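Nrf2 activity is the BugLite luminescence, read 15 min after reagent at room temperature, following CellTiter-Fluor cytotoxicity readout (30 min, 37C). Compound titrations were applied for 18-24 h to 5000 A549 ARE_Fluc cells/well in 5% FBS OPTI-MEM.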
EPAC2 ag = activates human EPAC2 exchange factor; Q8WZA2; EPAC2 activation, biochemical qHTS; response scale: 100% = 6.5 mM cAMP response; Potency, µM (titrated, usually from 154 µM), for inactives: at the top dose activation, hits mostly activators; 360,000 compounds, 0.079% hits; further: potency means the concentration at half of the fitted maximal effect; nearly all actives have a fitted effect of over 50% in size
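qHTS, titration series. 100 nM EPAC2 / 250 nM Rap1B-BODIPY-GDP / 50 uM GDP; RT; ex 480/em 540 nm, 5-min reads to 30 min. Norm. to 6.5 mM cAMP = activation.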
A549 viability = A549 cytotoxicity, counter-screen for Nrf2 inhibitors | A549 ARE-Fluc cells, CellTiter-Fluor viability, 18-24 h | Potency, µM (series often up to 46 µM), for the others: at the highest dose activity change, negative = cytotoxicity, hits mostly inhibitors | 390,000 compounds, 0.16% hits; further: potency means the concentration at half of the fitted maximal effect; on the % scale 0 is the no-effect control and ±100 the full control effect
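A549 ARE_Fluc cells in 5% FBS OPTI-MEM were exposed to compounds in concentration-response for 18-24 h at 37 deg C. Viability was read by CellTiter-Fluor fluorescence (Ex 405/Em 525) after 30 min, before the luciferase read.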
* hit, by the source's call; i = inactive; ? = inconclusive; nt = not tested or not shown; [ ] = remark or other dose. Unless noted, the call rests on the fitted dose curve; in most records, active means well fitted curve in the direction sought with a large enough effect; inconclusive means small, poorly fitted or top-dose-only effect, or another doubt; inactive means no such curve, though single readings can be large; an effect the other way counts as inactive or inconclusive.

Below each compound: Nrf2 ARE act, Mm-Cpn inhibitor, EPAC2 antagonist, TGFb SMAD3 inh, pAkt inh, CCT modulator, Nrf2 inh, EPAC2 ag, A549 viability
- COc1cccc(NC(=O)Cn2c(=O)n(Cc3ccc(C(=O)NCc4ccc(C)cc4)cc3)c(=O)c3ccccc32)c1
  0.4%, nt, nt, ?, nt, nt, -5%, nt, 0%
- Cc1cc(N2CCN(c3ccccc3)CC2)n2cnnc2n1
  0.3%, nt, nt, -21%, nt, nt, ?, nt, -3%
- O=C(COc1ccc2c3c(c(=O)oc2c1)CCCC3)N[C@@H](Cc1ccccc1)C(=O)O
  3.8%, -3%, 1%, -1%, i, -5.1, 4%, 4%, 1%
- COc1ccc(-c2cc(C(F)F)n3ncc(C(=O)Nc4cc(C)on4)c3n2)cc1
  -0.4%, -5%, ?, 10%, i, 1.4, -11%, -6%, -1%
- O=C1C=CC(c2ccccc2)(c2ccccc2)CC1
  4.2%, nt, 45µM*, 15%, i, -2.2, -1%, 12%, -9%
- COc1ccc(-c2cc(OC(=O)c3cccc(Cl)c3)c3c(C)oc(C)c3c(=O)c2)cc1OC
  7.1%, nt, nt, -1%, nt, nt, 5%, nt, 3%
- COc1cccc(NC(=O)c2ccc(-n3cnnn3)cc2)c1
  2.9%, -4%, 7%, -6%, i, -0.7, 2%, 6%, 2%
- CCN(CC)CCn1c(SCC(=O)Nc2cccc(OC)c2)nc2c(sc3ccccc32)c1=O
  0.2%, 0%, 0%, 34%[activator], i, -3.4, ?, -2%, ?
- COc1ccc(NC(=O)CN(C)C(=O)c2oc3c(ccc4ccccc43)c2C)cc1
  1.5%, 0%, -9%, -22%, i, -0.8, ?, 5%, -12%
- CCCCCCCCC(c1nc2ccccc2[nH]1)N1CCN=C(c2ccccc2)C1=O (configuration not stated)
  -0.2%, nt, -13%, ?, i, 0.7, nt, 8%, nt
- COc1ccc(C(=O)NCC(=O)N2CCN(c3ncccn3)CC2)cc1OC
  -0.6%, 1%, 3%, -5%, i, -1.2, 3%, 5%, -2%
- O=C(c1cc(-c2ccccn2)nc2ccccc12)N1CCN(c2ncccn2)CC1
  -0.4%, 0%, -10%, 4%, i, -3.6, 12%, 10%, 1%
- NC(=O)c1ccsc1NC(=O)Cc1ccc([N+](=O)[O-])cc1
  -0.6%, -1%, -2%, 34%[activator], i, -4.2, -6%, 0%, -5%
- CC1=C(C#N)C(=O)OC(C)(C)C1
  -0.8%, -2%, 16%, 5%, i, -2.8, 6%, ?, -4%
- Cc1ccc(NC(=O)c2cccc(S(=O)(=O)NCc3ccccc3)c2)nc1
  -0.3%, -2%, -24%, -26%, i, 0.5, -6%, 8%, -7%

As a working copy, part of the list above:
Below each compound: Nrf2 ARE act, Mm-Cpn inhibitor, EPAC2 antagonist, TGFb SMAD3 inh, pAkt inh, CCT modulator, Nrf2 inh, EPAC2 ag, A549 viability
- O=C(c1cc(-c2ccccn2)nc2ccccc12)N1CCN(c2ncccn2)CC1
  -0.4%, 0%, -10%, 4%, i, -3.6, 12%, 10%, 1%
- NC(=O)c1ccsc1NC(=O)Cc1ccc([N+](=O)[O-])cc1
  -0.6%, -1%, -2%, 34%[activator], i, -4.2, -6%, 0%, -5%
- CC1=C(C#N)C(=O)OC(C)(C)C1
  -0.8%, -2%, 16%, 5%, i, -2.8, 6%, ?, -4%
- Cc1ccc(NC(=O)c2cccc(S(=O)(=O)NCc3ccccc3)c2)nc1
  -0.3%, -2%, -24%, -26%, i, 0.5, -6%, 8%, -7%

(further entries)
Below each compound: Nrf2 ARE act, Mm-Cpn inhibitor, EPAC2 antagonist, TGFb SMAD3 inh, pAkt inh, CCT modulator, Nrf2 inh, EPAC2 ag, A549 viability
- COc1cc(C(=O)N=c2sc3ccccc3n2C)cc(OC)c1OC
  7.2%, -5%, 11%, 6%, i, 1.9, -8%, -9%, -2%
- CCc1ccc(C2c3c(n[nH]c3C)C(=O)N2c2ccc(C)cc2)cc1 (configuration not stated)
  7.5%, nt, nt, ?, nt, nt, -25%, nt, -10%
- O=C(NC1CCCc2ccccc21)c1c(F)cccc1Cl (configuration not stated)
  -0.8%, 1%, 0%, -22%, i, -2.9, -7%, 5%, 7%
- Cc1ccccc1N/N=C/c1c(C)nc2ccccn12
  11%, -1%, -14%, 3%, i, -2.0, ?, 18%, -14%
- Cc1ccc(SCC(=O)Nc2ccccc2C(=O)N2CCOCC2)cc1
  -0.8%, 1%, 1%, 5%, i, -0.6, -3%, 6%, -2%
- CCCc1cc(C(=O)NNC(=S)Nc2cccc(C)c2)cs1
  4.7%, -11%, 2%, ?, i, -3.3, 12%, -1%, 3%
- N#CCSc1nc2c(cc1C#N)CCCC2
  0.0%, -3%, 6%, -7%, i, -0.8, 13%, -8%, 1%
- O=c1cc(-c2cccc3ccccc23)[nH][nH]1
  0.0%, 0%, -6%[57.1 µM], 13%, i, -0.5, 8%, -7%, -3%
- C=Cc1ccc(Cn2c(C)c(CNCCc3ccccc3C)c(C(=O)O)c2C)cc1
  0.1%, nt, nt, -2%, nt, nt, 3%, nt, -10%
- CC(=O)Nc1ccc(-c2ccnc3c2CC(C(=O)Nc2cccnc2)O3)cc1 (configuration not stated)
  0.4%, nt, 2%, 22%, i, 0.7, nt, -2%, nt
- O=c1c(C=Nc2ccc(Oc3ccccc3)cc2)c[nH]n1-c1cccc(Cl)n1
  -0.5%, 1%, -1%, -2%, i, -2.6, ?, 9%, -30%
- Cc1ccc(Cl)cc1NC(=O)c1cccc(OC(F)F)c1
  -0.1%, 2%, 0%, 20%, i, 1.3, -17%, 5%, -13%
- COCCn1nnnc1C(c1ccccc1OC)N1CCN(c2ccccc2)CC1 (configuration not stated)
  -0.6%, -2%, -3%, -7%, i, -1.1, nt, -13%, -5%
- Cc1cc(Oc2ccc(=O)n(C)n2)nc(SCC(N)=O)n1
  0.5%, 1%, 4%, 1%, i, 0.6, 0%, 7%, -5%
- COc1ccc(CCN(C)C(=O)CSc2nc3ccccc3c(=O)n2CC2CCCO2)cc1OC (configuration not stated)
  0.6%, nt, -5%, -3%, i, 2.1, ?, -1%, -11%
- CCCN1Cc2cccc(C(=O)N3CCN(c4cc(Cl)ccc4C)CC3)c2C1=O
  -1.4%, 2%, ?, -28%, i, 1.8, ?, 5%, 2%
- Cc1ccc(Cl)c(OCC(=O)N2CCc3ccccc3C2)c1
  1.1%, -5%, -30%, -20%, i, -1.7, ?, 12%, 0%
- Cc1cc(OCC(=O)O/N=C(\N)c2ccccc2)ccc1Br
  0.4%, -1%, -6%, -3%, i, -0.8, ?, 5%, 13%
- O=C(O)c1ccc(/C=N/Nc2cccc(C(F)(F)F)c2)cc1
  3.5%, 2%, ?, 17%, i, -2.8, ?, -10%, -2%
- CCN(CC)S(=O)(=O)c1cccc(C(=O)c2c(C)cc3ccccn23)c1
  2.7%, -4%, -2%, -28%, i, -0.4, ?, 12%, -2%
- O=C(NC(=S)Nc1ccc(CN2CCCCC2)cc1)c1ccco1
  -0.1%, 0%, 1%, 10%, i, 0.5, ?, 5%, -5%
- O=C(c1ccc(N2CCCS2(=O)=O)cc1)N1CCN(c2ccc(F)cc2)CC1
  0.3%, 0%, -2%, 18%, i, 0.0, ?, 2%, -4%
- CCC(=O)Nc1sc2c(c1C(N)=O)CCN(C(C)=O)C2
  -0.5%, 3%, 15%, 7%, i, -0.2, 3%, 17%, 2%
- CC(C)S(=O)(=O)c1csc(C(=O)NN)c1Cl
  3.9%, 2%, -4%, 13%, i, -2.3, 2%, 7%, 1%
- CCOC(=O)C1(C)CCN1C(=O)c1ccc(C(=O)OC)cc1 (configuration not stated)
  -0.8%, nt, 3%, -2%, nt, -0.9, nt, 3%, nt
- COc1ccc(C)cc1S(=O)(=O)N1CCN(C(=O)c2ncoc2-c2ccccc2C)CC1
  -1.1%, -3%, -5%, 5%, i, -0.3, 19%, 7%, 1%
- Cc1ccc(-c2csc3ncnc(SCc4ccc(C(=O)O)cc4)c23)cc1
  2.3%, -1%, -12%, -2%, i, -2.9, 10%, 5%, -8%
- CCOC(=O)Nc1ccc2nc(-c3cscn3)[nH]c2c1
  0.3%, nt, -5%, 0%, i, 1.4, nt, 0%, nt
- COc1ccc(S(N)(=O)=O)cc1N(C)S(=O)(=O)c1ccccc1
  -0.3%, 1%, -3%, 8%, i, -1.8, 0%, -2%, -2%
- CCN1CCN(c2nc(Nc3cccc(F)c3)nc(N)c2[N+](=O)[O-])CC1
  4.1%, 1%, -2%, 1%, i, 1.2, -21%, 4%, ?
- CCOC(=O)c1cc(S(=O)(=O)N2CCc3ccccc32)cn1C
  -0.3%, 1%, 2%, 2%, i, 0.4, 14%, -1%, 2%
- Cc1ccc(C(=O)Nc2ccc(O)cc2C(=O)O)cc1
  0.0%, 0%, -5%, -1%, i, -2.1, 6%, 12%, 6%
- COCCn1c(Cc2ccccc2)nnc1SCC(=O)N1CCOCC1
  0.2%, 2%, 5%, -13%, i, -3.3, 6%, 4%, -6%
- Cc1noc(C)c1S(=O)(=O)NCC(=O)O
  0.2%, -1%, -13%, -7%, i, -2.4, -19%, 10%, 11%
- COc1ccc(C(=O)N2c3ccccc3C=CC2C#N)cc1 (configuration not stated)
  0.2%, 0%, -15%, -14%, i, 0.1, -6%, 12%, 1%
- Clc1ccccc1-c1ccc(/C=N/n2cnnc2)o1
  0.1%, -4%, 4%, 3%, i, -0.6, ?, 9%, -6%
- COc1ccc(-c2cc(CCC(=O)N3CCN(c4cc(C)ccc4C)CC3)[nH]n2)cc1
  0.5%, 1%, -17%, ?, i, 1.0, ?, 6%, -3%
- CCC1CCCCN1CC(=O)c1c(C)[nH]c2ccc(OC)cc12 (configuration not stated)
  3.6%, 0%, 7%, 8%, i, -2.8, 3%, 7%, 1%

Some of the compounds tested. The share of hits here may be higher or lower than overall.
